# GLP-1R agonist: agonists of human GLP-1 receptor; HEK293 GLP-1R CRE-luciferase, luminescence, 4-6 h; cells express a hypersensitive GLP-1R form; Potency, µM (titrated, usually from 45.6 µM), inactives show top-dose activation, most hits filed as activators; actives 0.007% (n = 380,000); P43220; AID 624172; further: potency means the concentration at half of the fitted maximal effect; % of control where 0% means no effect
# Target sequence (P43220 whole entry, looked up): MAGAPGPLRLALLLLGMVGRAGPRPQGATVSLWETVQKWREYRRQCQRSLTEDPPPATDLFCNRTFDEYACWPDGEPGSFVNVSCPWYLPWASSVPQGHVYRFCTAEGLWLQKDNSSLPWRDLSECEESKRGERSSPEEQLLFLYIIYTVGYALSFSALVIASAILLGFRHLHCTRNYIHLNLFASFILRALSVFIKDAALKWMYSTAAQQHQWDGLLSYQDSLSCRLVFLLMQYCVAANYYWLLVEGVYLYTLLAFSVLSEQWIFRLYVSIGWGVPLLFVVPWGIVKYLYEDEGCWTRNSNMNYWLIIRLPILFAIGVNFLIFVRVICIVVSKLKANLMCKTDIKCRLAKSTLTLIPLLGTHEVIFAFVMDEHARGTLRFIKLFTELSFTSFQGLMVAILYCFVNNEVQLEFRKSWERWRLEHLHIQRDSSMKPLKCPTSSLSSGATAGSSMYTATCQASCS
# TDP-43 yeast inh: inhibitors of TDP-43 toxicity in yeast | AID 652104 | Potency, µM (doses to about 46.1 µM), inactives show at the highest dose growth rescue (activation), usual class: activators | TDP-43 expressing yeast growth rescue, BacTiter-Glo, 24 h | actives 1.8% (n = 410,000); further: potency means the concentration at half of the fitted maximal effect; % of control where 0% means no effect; nearly all actives have a fitted effect of over 50% in size
#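 Yeast expressing TDP-43 (pregrown in raffinose, seeded at OD600=0.02 in galactose medium) exposed to compounds 24 hr at 30 deg C. Growth read by BacTiter-Glo luminescence; rescue of toxicity appears as increased signal.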
# PTHR1 agonist: activates the human parathyroid hormone receptor PTHR1; Q03431; HEK293 GP2 PTHR1 cells, GloSensor cAMP luminescence, 1 h; Potency, µM (titrated, usually from 115 µM), without a hit: at the highest dose activation, most hits filed as activators; actives 0.075% (n = 410,000); further: potency means the concentration at half of the fitted maximal effect; nearly all actives have a fitted effect of over 55% in size; some results filed as inactive show a strong effect at the top dose; inactives centre near -15; many of its hits are not listed in these tables
#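 HEK-293-derived GP2 cells expressing PTHR1 and a GloSensor cAMP reporter, 3,000/well, plated overnight, given luciferin plus IBMX (each 0.5 mM as added) for 1 h at 37 °C, then compound for 1 h at 37 °C. Luminescence was read after 15 min at room temperature.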
# Abeta yeast res: A-beta toxicity reversal in yeast. yeast expressing A-beta42, growth rescue, OD600, 48 h; response scale: 0% DMSO, 100% iron-clioquinol control. Potency, µM (doses to about 46.1 µM), for inactives: top-dose growth rescue, actives largely listed as activators. actives 0.063% (n = 410,000). AID 1347071; further: potency means the concentration at half of the fitted maximal effect; nearly all actives have a fitted effect of over 55% in size
#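 Yeast growth medium received pinned compounds, then yeast cells expressing toxic A-beta were added; plates incubated at 30 C for 48 hr. Growth read as absorbance at 600 nm, normalized to DMSO and equimolar FeCl3 plus clioquinol controls.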
# GLP-1R inv ag: GLP-1 receptor (human) inverse agonism; P43220; HEK293 GLP-1R CRE-luciferase, luminescence, 24 h; GLP-1R form is constitutively active; AID 624417; actives 1.6% (n = 410,000); Potency, µM (series often up to 38.3 µM), without a hit: at the top dose activity change, negative = inhibition, usual class: inhibitors; further: potency means the concentration at half of the fitted maximal effect; on the % scale 0 is the no-effect control and ±100 the full control effect; nearly all actives have a fitted effect of over 55% in size
#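 GLP-1R inverse agonism mode: basal reporter luminescence in engineered HEK293 cells measured after one day of compound exposure at 37 deg C, with a 12 min room-temperature detection step.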
# D3 antag: D3 dopamine receptor (human) antagonism; P35462; D3R cells, DiscoveRx beta-arrestin luminescence, antagonist mode; hits give low values; max response, negative = inhibition, %; actives 2.5% (n = 360,000); in the data active means max response below about -50%; inconclusive means no clear call, values can overlap the other calls; further: on the % scale 0 is the no-effect control and ±100 the full control effect; mostly tested at two doses, the higher about 12 µM
# Target sequence (P35462 whole entry, looked up): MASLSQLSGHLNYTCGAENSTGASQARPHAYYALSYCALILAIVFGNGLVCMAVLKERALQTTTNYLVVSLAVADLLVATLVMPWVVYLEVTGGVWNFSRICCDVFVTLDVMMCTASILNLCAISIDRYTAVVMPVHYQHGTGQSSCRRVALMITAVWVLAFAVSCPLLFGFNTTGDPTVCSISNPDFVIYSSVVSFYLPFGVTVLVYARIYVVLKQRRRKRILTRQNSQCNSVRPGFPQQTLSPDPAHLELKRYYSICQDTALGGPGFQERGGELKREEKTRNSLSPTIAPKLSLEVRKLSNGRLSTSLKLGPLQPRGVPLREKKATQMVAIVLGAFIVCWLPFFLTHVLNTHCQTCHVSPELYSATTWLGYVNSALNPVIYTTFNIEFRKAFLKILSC
#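 Cells expressing the human receptor were seeded at 1500 cells/well, incubated overnight at 37 degrees C in 5% CO2, then exposed to library compounds with dopamine controls for 90 minutes at 37 degrees C before luminescent detection.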
# aSyn yeast inh: inhibitors of alpha-synuclein toxicity in yeast | Yeast expressing alpha-synuclein, growth rescue, BacTiter-Glo, 24 h | AID 652106 | actives 0.14% (n = 370,000) | Potency, µM (top dose mostly 46.1 µM), for the others: at the top dose growth rescue (activation), hits mostly activators; further: potency means the concentration at half of the fitted maximal effect; % of control where 0% means no effect; nearly all actives have a fitted effect of over 65% in size
#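 Rescue of yeast growth: cells expressing toxic alpha-synuclein, induced in galactose at OD600 0.02, incubated with compound 24 h at 30 C. ATP luminescence quantified growth; inhibitors of toxicity appear as activators.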
# FUS yeast rescue: suppressors of FUS proteinopathy in yeast; S. cerevisiae FUS-expressing, growth rescue, OD600, 24 h; Potency, µM (highest dose often 76.6 µM), without a hit: at the highest dose growth rescue (activation), most hits filed as activators; actives 0.24% (n = 390,000);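 further: potency means the concentration at half of the fitted maximal effect; plate controls were DMSO vehicle for no effect and reference control for full effect; nearly all actives have a fitted effect of over 55% in size; some results filed as inactive show a strong effect at the top dose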
#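 Galactose (2%) drives FUS expression in yeast precultured in raffinose; seeding density OD 0.005. Test compounds incubated 24hr at 30C and 99% humidity before absorbance at 600 nm was measured.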
# pAkt inh: Akt phosphorylation inhibition. Neuro2A IGF-stimulated pAkt S473 HTRF, 20 min; hits give low values. activity change, % for hits at 50 µM. actives 0.32% (n = 360,000). AID 651550; in the data active means activity change below about -80%; inconclusive means mostly about -51% to -80%; further: on the % scale 0 is the no-effect control and ±100 the full control effect
#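 Single-point screen (50 µM final compound) in Neuro2A cells stimulated 20 min with 6 nM IGF at 37 deg C. After lysis, Ser473-phosphorylated Akt read by HTRF (ex 330 nm, em 615/665 nm) as the 665/615 ratio.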
# The depositor's hits bear a star; i = inactive; ? = inconclusive; . = no result given; & = joins results of further samples; [ ] = another dose, or the depositor's remark. Unless noted, the call rests on the fitted dose curve; in most records, active means well fitted curve in the direction sought with a large enough effect; inconclusive means small, poorly fitted or top-dose-only effect, or another doubt; inactive means no such curve, though single readings can be large; an effect the other way counts as inactive or inconclusive.
SMILES,GLP-1R agonist,TDP-43 yeast inh,PTHR1 agonist,Abeta yeast res,GLP-1R inv ag,D3 antag,aSyn yeast inh,FUS yeast rescue,pAkt inh
O=C1NC(=S)NC(=O)C1=Cc1ccc(OCc2ccccc2)cc1,-1%,18µM*,-25%,?,-12%,-21,-67%[inhibitor],23%,i
CN1C(=O)NC(=O)[C@]2(Cc3ccccc3N3CCN(c4ccccc4)CC32)C1=O (some centres undefined),-16%,-24%,-35%[inhibitor],-3%,2%,-19,1%,?,i
CCOC(=O)C1(c2ccccc2)CCN(CC(O)c2ccc(NC(C)=O)cc2)CC1 (centres undefined),17%,-8%,-14%,8%,?,1,0%,7%,i
O=C(Nc1cccc(C(F)(F)F)c1)C1CCCN1S(=O)(=O)c1cccc2nsnc12 (centres undefined),.,?,-30%[inhibitor],1%,?,.,.,18%,.
Nc1c(Br)cc2c3c(cccc13)-c1ccccc1-2,-1%,4%,i,-19%,?,-12,-2%,35%,i
COc1ccc2c(C)c(CC(=O)N3C[C@H]4C[C@@H](C3)c3cccc(=O)n3C4)c(=O)oc2c1,0%,9%,i,-1%,-5%,-7,1%,-2%,i
O=C(Nc1ccc(OC(=O)N2CCCCC2)cc1)N1CCOCC1,7%,-25%,-5%,-4%,-20%,-4,1%,-10%,i
S=C1CN=C(c2ccccc2Cl)c2cc(Cl)ccc2N1,-1%,?,-36%[inhibitor],9%,-18%,7,10%,4%,i
COC(=O)C1=C(c2ccc(F)cc2F)C[C@@H]2CC[C@H]1N2C(=O)NCc1ccc(F)cc1,-4%,22%,-22%,-6%,?,?,5%,?,i
CCOP(=O)(CN(CC)CCNP(=O)(OCC)OCC)OCC,-14%,11%,-38%[inhibitor],11%,15%,-15,-13%,-8%,i
O=C(CN1CCCC1=O)N1CCOCC1,-15%,16%,-6%[57.5 µM],4%,35%[activator],19,1%,12%,i
Cc1onc(-c2c(Cl)cccc2Cl)c1C(=O)N1C(C)CCCC1C (centres undefined),18%,6%,?,27%,?,-3,-1%,-2%,i
O=S(=O)(c1ccc(Cl)cc1)N1CCCC1c1cccnc1 (centres undefined),0%,5%,-53%[inhibitor],-8%,-28%,-16,?,3%,i
CSCCC(c1nnnn1C1CCCC1)N1CCC(n2c(=O)[nH]c3ccccc32)CC1 (centres undefined),-3%,3%,6%,-7%,-25%,20,1%,11%,i
CCC(c1nnnn1-c1ccc2c(c1)OCCO2)N1CCC(n2c(=O)[nH]c3ccccc32)CC1 (centres undefined),0%,16%,-15%,-2%,?,107,-13%,-9%,i
COc1ccccc1N1CCN(Cc2ccc(F)cc2)CC1,2%,-9%[0.397 µM],i,1%,?,-82*,4%,7%,i
CC(C)(C)P(=O)(c1ccncc1)N1CCCC1 (centres undefined),0%,12%,-30%[57.5 µM],5%,-12%,9,2%,-20%,i
COC(=O)C1=C(c2ccc(F)cc2OCc2ccccc2)C[C@@H]2CC[C@H]1N2C(=O)NCc1cccc(F)c1,2%,?,i,-21%,?,26,14%,31%,i
CCN(C[C@H]1N[C@@](C)(C(=O)OC)[C@H]2C(=O)N(Cc3ccccc3)C(=O)[C@@H]12)S(=O)(=O)c1ccc(C(C)(C)C)cc1,-4%,5%,-38%[inhibitor],8%,-10%,-8,4%,37%,i
CC(C)n1c(=O)c(C=Nc2ccc(Br)cc2)c(O)n(Cc2ccco2)c1=O,-2%,24%,i,-2%,-23%,0,-3%,19%,i

# 4 records picked at random from the list so far:
SMILES,GLP-1R agonist,TDP-43 yeast inh,PTHR1 agonist,Abeta yeast res,GLP-1R inv ag,D3 antag,aSyn yeast inh,FUS yeast rescue,pAkt inh
CC(C)(C)P(=O)(c1ccncc1)N1CCCC1 (centres undefined),0%,12%,-30%[57.5 µM],5%,-12%,9,2%,-20%,i
O=C(CN1CCCC1=O)N1CCOCC1,-15%,16%,-6%[57.5 µM],4%,35%[activator],19,1%,12%,i
CCN(C[C@H]1N[C@@](C)(C(=O)OC)[C@H]2C(=O)N(Cc3ccccc3)C(=O)[C@@H]12)S(=O)(=O)c1ccc(C(C)(C)C)cc1,-4%,5%,-38%[inhibitor],8%,-10%,-8,4%,37%,i
Cc1onc(-c2c(Cl)cccc2Cl)c1C(=O)N1C(C)CCCC1C (centres undefined),18%,6%,?,27%,?,-3,-1%,-2%,i

# More entries.
SMILES,GLP-1R agonist,TDP-43 yeast inh,PTHR1 agonist,Abeta yeast res,GLP-1R inv ag,D3 antag,aSyn yeast inh,FUS yeast rescue,pAkt inh
CC(C)Oc1ccc(C(=O)Nc2ccc3c(c2)CCCN3C(=O)c2cccs2)cc1,.,26%[9.22 µM],-42%[inhibitor],18%,?,.,.,?,.
CCOC(=O)C1CCCCC12C(C#N)=C(N)Oc1n[nH]c(C)c12 (centres undefined),-4%,3%,i,-5%,1%,5,2%,6%,i
CC(O)(CS(=O)(=O)c1ccccc1)C(=O)Nc1cccc(C(F)(F)F)c1 (centres undefined),0%,-21%,i,20%,-9%,-12,2%,20%,i
c1cncc(C2CCCCN2Cc2ccc3c(c2)OCO3)c1 (centres undefined),10%,-17%,-5%[57.5 µM],-9%,-3%,-15,-6%,15%,i
S=C1NC2(CCCCC2)NC12CCCCC2,-7%,6%,-20%,8%,16%,4,13%,8%,i
COc1ccc(C2NCc3ccc4c(c3-n3cccc32)OCO4)cc1O (centres undefined),3%,11%,i,20%,?,-22,-4%,15%,i
CCOC(=O)c1cccc([P+](=O)O)c1,2%,1%,i,-6%,7%,-21,0%,7%,i
Cc1ccc(C(C)C)c(OCCn2c(=O)oc3ccccc32)c1,-12%,-16%,4%[57.5 µM],16%,?,-9,16%,23%,i
CCOC(=O)[C@@]1(C#N)[C@@H]2C=CC(C(N)=O)=CN2[C@@H](C(N)=O)[C@@H]1c1cccc(Cl)c1,-3%,-5%,i,-4%,11%,0,1%,-3%,i
COc1ccc(-c2cc(C(=O)N3CCN(c4ccccc4OC)CC3)c3cc(C(C)C)ccc3n2)cc1,.,?,-8%,-8%,8.9µM*,.,.,-15%,.
COc1ccc(CCNCc2ccccc2F)cc1,-1%,-9%,-13%,12%,-18%,-14,-7%,10%,i
COc1ccc([C@H]2C[C@@H](O)[C@H](n3cc(COC(=O)c4ccccc4)nn3)CN2Cc2cccs2)cc1,-1%,17%,-47%[inhibitor],1%,?,20,2%,7%,i
Cc1csc2nc(COC(=O)c3ccccc3NC(=O)c3ccc(F)cc3)cc(=O)n12,.,?,-37%[inhibitor],-3%,11%,.,.,-10%,.
Cc1ccc(OCC(=O)Nc2ccc(Cl)cc2C(=O)c2ccccc2)cc1,-4%,6%&8%,i,-10%&21%,7%&3%,5,6%,4%,i
S=C=Nc1cccc(C2(N3CCCCC3)CCCCC2)c1,20%,6%,i,15%,8.9µM*,12,5%,-15%,i
COc1ccc(-c2ccc3c(c2)CN(C(=O)C(C)(C)C)Cc2cnnn2-3)cc1,23%,18µM*,-3%,-3%,33%[activator],14,4%,41%,i
COC(=O)[C@]1(C)C[C@H]1[C@H](NP(=O)(c1ccccc1)c1ccccc1)c1ccccc1,-5%,19%,i,8%,-26%,-7,5%,7%,i
CCOP(=O)(OCC)C(NC(=O)c1ccc(C)cc1)C(Cl)(Cl)Cl (centres undefined),-3%,17%,i,-2%,0%,4,3%,21%,i
c1ccc2c(CN3CCCCCCC3)c[nH]c2c1,0%,15%,i,0%,-36%,-2,7%,.,i
Cc1cccc(-n2c(O)c(C=NCCN3CCNCC3)c(=O)[nH]c2=S)c1,0%,1%,i,-6%,13%,-2,-4%,18%,i
CC12CN3CC(C)(CN(C1)C3c1ccco1)C2=O (centres undefined),-1%,-5%,-2%[57.5 µM],12%,1%,17,3%,17%,i
CCC(=NCc1cccnc1)c1c(O)n(Cc2ccccc2)c(=O)[nH]c1=O,7%,-6%,-27%,7%,0%,-14,-4%,14%,i
COc1ccc(CC(N)c2csc(NC(=O)Nc3ccccc3Oc3ccccc3)n2)cc1 (centres undefined),-16%,23%,-3%,-7%,?,36,-35%[inhibitor],?,i
CC1([N+](=O)[O-])COP(=O)(Nc2ccc(F)cc2)OC1 (centres undefined),-2%,3%,i,6%,18%,12,7%,.,i
CC[C@@]1(O)C(=O)OCc2c1cc1n(c2=O)Cc2cc3c(NC(=O)CN)cccc3nc2-1,-1%,-6%,i,-20%,?,-3,-2%,28%,i
CC(C)NS(=O)(=O)c1ccc(OCC(=O)N2CCN(Cc3ccccc3)CC2)cc1,-3%,-9%,i,-7%,-4%,-25,9%,-20%,i
COc1cc(C=C2C(=O)NC(=O)NC2=O)ccc1OCc1ccc([N+](=O)[O-])cc1,6%,11µM*,-24%,-11%,3%,-16,-6%,2%,i
CN(C)c1nc(OCCNC(=O)COc2ccc(Cl)cc2Cl)nc(N2CCCCC2)n1,-6%,-7%,i,7%,3%,-11,3%,16%,i
CCCC(C)n1[nH]c(=O)c2c1NC(=O)CSC2c1ccccc1 (centres undefined),0%,-18%,i,-5%,-5%,-11,1%,-3%,i
C/C(N)=C(/C#N)C(=O)CSc1nc2cc(Cl)ccc2c(=O)n1-c1ccc(C)cc1,3%,7%,-15%,15%,?,-1,-1%,?,i
CC(=O)NC(=O)NC(C)Cc1ccccc1 (centres undefined),0%,1%,i,12%,1%,0,-5%,6%,i
CCC(=Nc1ccc2c(c1)CCC2)c1c(O)n(C)c(=O)n(C)c1=O,-1%,-27%,-77%[inhibitor][57.5 µM],-1%,8%,5,-1%,?,i
CCn1ccnc1CN1CCCC(C(=O)c2cc(C)c(OC)c(C)c2)C1 (centres undefined),6%,12%,i,9%,?,15,-2%,-29%,i
N#Cc1cn(C2OC(CO)C(O)C2O)c2ncnc(N)c12 (centres undefined),-5%,-9%,8%,-13%,?,9,6%,.,i
COc1ccc(/C=C2/C(=O)NC(=O)N(c3ccc(C)c(C)c3)C2=O)cc1CN1C(=O)c2ccccc2C1=O,8%,14%,i,14%,1%,-4,12%,31%,i

# An excerpt (hit frequency here may not be typical).
